Casp6 inh = blocks human caspase-6 cleavage activity; P55212; inhibition, % at 12.5 µM; purified caspase-6, Z-VEID-R110 cleavage fluorescence; 350,000 tested, 0.53% active; AID 686996;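 active = mean inhibition across replicates at least about 35%, with every replicate also reaching that limit, limit read from the data; inconclusive = only one of the two criteria met; inactive = neither criterion met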;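 note: 0% = median of neutral control wells and 100% = no fluorescence left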
Target sequence (P55212 24-179 limits assumed): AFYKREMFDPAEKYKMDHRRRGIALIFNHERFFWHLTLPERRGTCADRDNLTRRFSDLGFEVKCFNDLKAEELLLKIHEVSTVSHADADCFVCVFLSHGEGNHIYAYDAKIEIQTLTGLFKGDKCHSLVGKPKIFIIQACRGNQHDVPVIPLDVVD
Target sequence (P55212 194-293 limits assumed): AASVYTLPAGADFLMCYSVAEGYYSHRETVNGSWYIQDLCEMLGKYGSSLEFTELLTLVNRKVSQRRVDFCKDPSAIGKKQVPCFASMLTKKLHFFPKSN
ARNT TACC3 PPI = disruptors of human ARNT/TACC3 interaction. Q9Y6A5. inhibition, % at 9.99 µM. 390,000 tested, 0.66% active. AlphaScreen His-ARNT PAS-B/GST-TACC3 binding, luminescence; TACC3 fragment carries E629A point mutation;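 active = mean inhibition of replicates at least 50% and at least half of replicates each reaching 50%; inconclusive = half or more replicates reach 50% but mean below 50%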;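 note: 0% = complete ARNT plus TACC3 wells and 100% = ARNT alone without TACC3; many hits fall short of the cut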
EWS-Fli block = blocks EWS/Fli oncoprotein-driven transcription; A673 NR0B1-luciferase reporter, viability-normalised; inhibition, % at 12.6 µM; 350,000 tested, 0.67% active;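 active = mean inhibition of at least 50% after viability correction, with every replicate also passing that limit; inconclusive = mean reaches 50% but only one of two replicates passes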;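 note: firefly luciferase signal divided by Alamar Blue viability fluorescence both relative to DMSO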
DENV2 CPE rescue = protects cells from dengue virus 2 cytopathic effect. 350,000 tested, 1.7% active. AID 651640. CPE inhibition, % at 9.99 µM. DENV2-infected cells, cytopathic effect rescue, plate reader; in the data active = CPE inhibition above about 20%, passing the limit was not always enough; inconclusive = no clear call, values can overlap the other calls; tested in BHK-21 cells;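 note: 0% = median of neutral control wells and 100% = median of positive control wells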
SIRT5 inh = inhibitors of human sirtuin-5 desuccinylase; Purified SirT5, succinyl-peptide AMC, trypsin-coupled fluorescence; inhibition, % at 15 µM; 330,000 tested, 1.1% active; AID 652115; in the data active = inhibition above about 15%; inconclusive = no clear call, values can overlap the other calls
Target sequence (Q9NXA8 whole entry, looked up): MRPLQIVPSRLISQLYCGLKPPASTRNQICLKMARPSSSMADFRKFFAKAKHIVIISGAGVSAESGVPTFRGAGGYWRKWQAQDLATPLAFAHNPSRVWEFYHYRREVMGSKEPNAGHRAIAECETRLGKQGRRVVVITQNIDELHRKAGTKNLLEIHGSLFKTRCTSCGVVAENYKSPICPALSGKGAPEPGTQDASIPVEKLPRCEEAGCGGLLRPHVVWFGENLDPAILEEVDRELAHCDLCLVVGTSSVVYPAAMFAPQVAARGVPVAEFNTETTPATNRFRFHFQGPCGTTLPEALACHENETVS
PAX8 inh HTS = inhibitors of PAX8 transcriptional activity in RMG-I cells; 360,000 tested, 1.2% active; RMG-I TPO-luciferase reporter, SteadyGlo, 24 h; inhibition, % at 12.6 µM; AID 652154;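 active = mean replicate inhibition at least 60% with every replicate also reaching 60%; inconclusive = only one of the two criteria is met; inactive = mean below 60% and not all replicates reaching 60%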;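 note: luciferase light reporting Pax8 driven TPO promoter activity; plate controls were median of neutral control wells for no effect and mitoxantrone controls for full effect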
LGR2 antag = inhibitors of bursicon-induced Drosophila LGR2 receptor cAMP signaling | HEK293 LGR2, CRE-luciferase, bursicon-stimulated, 4 h | inhibition, % at 9.99 µM | 380,000 tested, 0.35% active | AID 720647;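 active = drop in luminescence signal, shown as inhibition above about 50% in the replicate tests, limit read from the data, passing the limit was not always enough; inconclusive = probably only some replicates passing the limit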;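 note: agonist challenge used bursicon conditioned medium at about half maximal strength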
* hit, by the source's call; u = inconclusive; x = no result given; & = joins results of further samples. The order is random; about 4.9% have a hit in one of these screens.

SMILES	Casp6 inh	ARNT TACC3 PPI	EWS-Fli block	DENV2 CPE rescue	SIRT5 inh	PAX8 inh HTS	LGR2 antag
COC(=O)c1cc(C(=O)Nc2nnc(CC(C)(C)C)s2)cc([N+](=O)[O-])c1	x	1	9	x	x	2	13
O=C(N[C@H]1CC[C@@H](CCn2cc(-c3ccccn3)nn2)O[C@H]1CO)c1cccnc1	0	69*	6	-3	4	-43	13
COc1cc2c(cc1OC)CN(C(=O)/C=C/c1ccc([N+](=O)[O-])cc1)CC2	1	6	1	-2	1	2	-21
COC(=O)C1=C(C)N(C)C(=O)NC1c1cc2c(cc1[N+](=O)[O-])OCO2 (configuration not stated)	4	33	2	-1	0	-13	-3
CCOc1ccccc1C(=O)OCC(=O)Nc1cc(S(=O)(=O)N2CCOCC2)ccc1C	0	-7	6	16	0	14	-15
O=C(C[C@H]1CC[C@@H]2[C@H](COC[C@H](O)CN2C(=O)c2ccc3c(c2)OCO3)O1)NC1CCCC1	x	11	1	5	x	-10	8
Cc1ccc(COC(=O)CN2C(=O)NC3(CCCC3)C2=O)cc1	2	-2	-5	-3	-21	-2	-11
COc1ccccc1C(=O)O/N=C(\N)c1ccccn1	2	-2	-13	-4	0	7	u
CN(C)C(=O)c1cccc(-c2ccc(C3[C@@H]4CN(S(=O)(=O)c5ccc(F)cc5)C[C@H]3N4)cc2)c1 (some centres not stated)	-2&1	x	17&-1	-5&-8	-11&-8	10&13	8&-16
COc1cccc(OC)c1C(=O)NCCSC1CCCCC1	-2	-2	5	7	0	15	11
N#Cc1ccc(OCC(=O)NC2CCCCCC2)cc1	0	-3	-2	1	-1	x	-20
COc1ccc(NC(=O)Nc2ccc3c(c2)CC(=O)N([C@@H](C)CO)C[C@H](C)[C@H](CN(C)Cc2ccc(C(=O)Nc4ccccc4N)cc2)O3)cc1	2	x	-1	-3	x	18	30
CN1C(=O)c2cc(NC(=O)c3cccs3)ccc2OC[C@H]2O[C@@H](CC(=O)NCC3CC3)CC[C@@H]21	x	8	7	-3	x	2	-3
CC1CCN(S(=O)(=O)c2ccc3c(c2)N(CC(=O)NCCCN(Cc2ccccc2)C(C)C)C(=O)CO3)CC1	-37	5	4	-3	-7	-8	-1
COC(=O)COc1ccc(NC(=O)Cn2nc(-c3ccccc3)c3ccccc3c2=O)cc1	-1	x	8	-3	x	8	-11
CC(=O)N1CCCc2cc(S(=O)(=O)N3CCCC(C(=O)N4CCN(c5ccccc5)CC4)C3)ccc21 (configuration not stated)	-4	6	x	2	0	34	-1
C#CCOCCOCCOCCNc1nc(N2CCOCC2)nc(N2CCN(C(=O)CCCCCCCCCCNC(=O)[C@H]([C@@H](C)CC)n3cc(CCCCN=C(N)N)nn3)CC2)n1	14	-8	0	5	x	14	6
CC(C)CC(C(=O)O)N1C(=O)C2C3C=CC(C2C1=O)C1C(=O)N(C(CC(C)C)C(=O)O)C(=O)C31 (configuration not stated)	17	-3	x	2	-6	-7	-7
OCC1(CCCc2ccccc2)CCN(C2CCC2)CC1	-5	7	8	12	0	-25	5
C[C@H](CO)N1C[C@H](C)[C@H](CN(C)S(=O)(=O)c2cccs2)Oc2c(NC(=O)Nc3cccc4ccccc34)cccc2C1=O	1	-2	1	-2	1	x	-11
COCCNC(=O)C1(C)CCCN(C(=O)c2c(F)ccc(C)c2F)C1 (configuration not stated)	-6	x	-18	14	x	2	-5
Cc1c(NC(=O)CSc2ncnc3c2cnn3-c2ccccc2)c(=O)n(-c2ccccc2)n1C	6	2	-1	u	2	23	17
Cc1cc(C)cc(NC(=O)CCC(=O)Nc2nnc(C(C)C)s2)c1	2	-7	x	13	-1	12	9
COc1ccc(C(CNC(=O)c2cccc(S(=O)(=O)Nc3ccc(Br)cc3)c2)N(C)C)cc1 (configuration not stated)	-8	x	-15	3	-1	-3	-13
CO[C@H]1CN(C)C(=O)c2cc(NS(C)(=O)=O)ccc2OC[C@H](C)N(Cc2ccccc2)C[C@H]1C	1	7	0	7	-4	10	-1
CCCCN1CC(COC)Oc2cccc(F)c2S1(=O)=O (configuration not stated)	1	0	-12	-8	-3	-23	14
C[C@H]1CN([C@@H](C)CO)C(=O)Cc2cc(NC(=O)c3ccncc3)ccc2O[C@H]1CN(C)CC1CCCCC1	-2	-3	-6	-10	11	x	6
CCN(Cc1ccccc1)C(=O)Cn1cc(S(=O)(=O)NC)c(S(=O)(=O)NC)c1	6	-8	8	-1	-3	2	21
CC(NC(=O)c1ccc(Cl)c(S(=O)(=O)NC2CC2)c1)c1ccco1 (configuration not stated)	-1	x	2	-1	x	-6	8
C[C@H](CO)N1C[C@H](C)[C@H](CN(C)S(C)(=O)=O)Oc2ncc(C#Cc3ccc(C(F)(F)F)cc3)cc2C1=O	0	8	7	-7	1	x	-8
O=C(Nc1cccc(NC(=O)C2C3CC4OC(=O)C2C4C3)c1)c1ccccc1 (configuration not stated)	x	1	5	-2	-4	13	-20
O=C(C[C@@H]1C=C[C@@H](NS(=O)(=O)c2ccc(F)cc2)[C@@H](CO)O1)NC1CCC1	-1	2	-6	1	7	8	10
COc1ccc(CN2C[C@@H](CO)O[C@@H](n3cnc4c(NC5CC5)ncnc43)C2)cc1	-1	x	-4	-4	-1	-9	1
COC(=O)c1ccc(C(c2c(C)n(C)n(-c3ccccc3)c2=O)c2c(C)n(C)n(-c3ccccc3)c2=O)cc1	0	-12	6	4	-5	-7	-14
COc1ccc(CN(C)C[C@@H]2OCCCC[C@@H](C)Oc3ccc(NC(=O)Nc4ccc(C(F)(F)F)cc4)cc3C(=O)N([C@H](C)CO)C[C@H]2C)cc1	1	21	54*	-2	6	-17	x
CC(C)[C@H](NC(=O)c1ccc(Cl)c([N+](=O)[O-])c1)C(=O)NCc1ccc(Cl)cc1Cl	x	25	x	x	x	3	-8
CN(C[C@H](Cc1ccccc1)N(C[C@H](Cc1cccc2ccccc12)N(CCc1ccccc1)N=O)N=O)N=O	-1	5	10&10	3	1	40&7	-3&8
COc1ccc(-c2c[nH]c(=O)[nH]c2=O)cc1OC	0	-7	-7	-8	1	6	-8
C[C@@H]1CN([C@H](C)CO)C(=O)Cc2cc(NC(=O)C3CC3)ccc2O[C@H]1CN(C)C(=O)Nc1ccc2c(c1)OCO2	0	5	-3	-7	5	-21	2
Clc1ccc(-c2cn(-c3ccc(Cl)cc3)c3[n+]2CCCCC3)cc1	-1	-4	7	-8	-7	19	2
CC(C)S(=O)(=O)CC(=O)c1ccc(Cl)cc1	0	x	3	3	3	4	13
O=C(Cc1ccccn1)N1CC(=O)N2[C@@H](CO)[C@@H](c3ccc(C#CCC4CCCC4)cc3)[C@@H]2C1	1	x	4	-2	-1	8	-17
Cc1nc(-c2nnc(SCC(=O)Nc3cc(C(F)(F)F)cc(C(F)(F)F)c3)n2C)cs1	-2	-1	3	-4	-2	4	4
COc1ccc(N(C)S(=O)(=O)c2cccc(C(=O)OCC(=O)Nc3sc4c(c3C#N)CCCCC4)c2)cc1	3	-4	-10	-4	-1	1	-3
C/C=C/c1ccc2c(c1)O[C@H](CN(C)C(=O)C1CCOCC1)[C@@H](C)CN([C@H](C)CO)S2(=O)=O	-3	-16	-1	u	1	x	-6
CCOC1=C2[C@@H](CN(S(=O)(=O)c3ccc(C)cc3)[C@H]2c2ccc(Cl)cc2)[C@H]2C(=O)N(c3ccccc3)C(=O)[C@H]2C1	-1	x	3	-2	4	6	1
CSCCC(NS(=O)(=O)c1ccccc1F)C(=O)Nc1cccc(C)n1 (configuration not stated)	1	-2	1	1	-2	4	2
O=C(Nc1ccccc1[N+](=O)[O-])c1ccc(S(=O)(=O)N2CCCC2)cc1	-3	4	x	14	2	15	1
C(=C\c1ccccc1)/CN1CCN(C(c2cccc3ccccc23)c2nnnn2Cc2ccccc2)CC1 (configuration not stated)	1	x	0	-2	1	23	22
Cc1cc(OCCCCOc2ccc(S(N)(=O)=O)c(C)c2)ccc1S(N)(=O)=O	0	-2	24	-1	-4	49	6
CC1(C(=O)NCc2ccc3c(c2)OCO3)CCN1CCc1ccccc1 (configuration not stated)	-2	x	0	-1	x	-15	-3
CCOc1ccc(/C=N/NC(=O)c2[nH]ncc2Br)c(O)c1	-3	4	-56	0	-4	-18	u
CNC[C@@H]1OCCCC[C@@H](C)Oc2ccc(NS(=O)(=O)c3cn(C)cn3)cc2C(=O)N([C@H](C)CO)C[C@@H]1C	0	-33	7	-1	-2	-4	-36
COc1ccc(-c2csc(Nc3ccc(C)cn3)n2)cc1OC	0	7	-56	-5	-4	-38	-33
CC(=O)N1c2ccc(S(=O)(=O)N3CCC(C(=O)Nc4cc(C)cc(C)c4)CC3)cc2CC1C (configuration not stated)	-4	3	6	11	3	-15	-5
O=C(CCCCCN1C(=O)c2ccccc2C1=O)Nc1ccccc1F	-6	x	12	1	-1	9	1
O=C(Cc1ccc(NC(=O)C2CCN(C(=O)C3CCCC3)CC2)cc1)Nc1cccc(C(=O)N2CCCCC2)c1	1	-1	-4	-1	-1	-11	-5
Cc1ccc(NC(=S)N2CCC(c3nc4ccccc4s3)CC2)cc1C	1	-4	-1	2	-4	x	20
CCCCN1C(=N)N([C@@H](C)CN2CCC[C@H]2CN2C(N)=NC[C@H]2CC(C)C)C[C@H]1Cc1ccccc1	-57	5	-3	-3	x	22	4
CC1(C(=O)NCCc2ccccc2)Cc2c(-c3cccc(C(F)(F)F)c3)ccnc2O1 (configuration not stated)	3	x	12	-11	-1	9	2
COCCNC(=O)c1onc(CSc2ccc(C(C)C)cc2)c1C(=O)O	-1	-9	0	-8	x	8	-11
CCN1CCN(C(CNS(=O)(=O)c2ccc(OC)cc2)c2cccnc2)CC1 (configuration not stated)	-19	1	5	-5	-15	-10	x

Another view of 2 compounds above.
molecule,Casp6 inh,ARNT TACC3 PPI,EWS-Fli block,DENV2 CPE rescue,SIRT5 inh,PAX8 inh HTS,LGR2 antag
Clc1ccc(-c2cn(-c3ccc(Cl)cc3)c3[n+]2CCCCC3)cc1,-1,-4,7,-8,-7,19,2
CC(C)S(=O)(=O)CC(=O)c1ccc(Cl)cc1,0,x,3,3,3,4,13

Molecules listed so far with two or more sulfur atoms (7):
SMILES	Casp6 inh	ARNT TACC3 PPI	EWS-Fli block	DENV2 CPE rescue	SIRT5 inh	PAX8 inh HTS	LGR2 antag
C[C@H](CO)N1C[C@H](C)[C@H](CN(C)S(=O)(=O)c2cccs2)Oc2c(NC(=O)Nc3cccc4ccccc34)cccc2C1=O	1	-2	1	-2	1	x	-11
CCN(Cc1ccccc1)C(=O)Cn1cc(S(=O)(=O)NC)c(S(=O)(=O)NC)c1	6	-8	8	-1	-3	2	21
Cc1nc(-c2nnc(SCC(=O)Nc3cc(C(F)(F)F)cc(C(F)(F)F)c3)n2C)cs1	-2	-1	3	-4	-2	4	4
COc1ccc(N(C)S(=O)(=O)c2cccc(C(=O)OCC(=O)Nc3sc4c(c3C#N)CCCCC4)c2)cc1	3	-4	-10	-4	-1	1	-3
CSCCC(NS(=O)(=O)c1ccccc1F)C(=O)Nc1cccc(C)n1 (configuration not stated)	1	-2	1	1	-2	4	2
Cc1cc(OCCCCOc2ccc(S(N)(=O)=O)c(C)c2)ccc1S(N)(=O)=O	0	-2	24	-1	-4	49	6
Cc1ccc(NC(=S)N2CCC(c3nc4ccccc4s3)CC2)cc1C	1	-4	-1	2	-4	x	20
